Source: PubChem (The Scripps Research Institute Molecular Screening Center)
TTR transcr act: increases transthyretin transcription; SH-SY5Y TTR promoter Gaussia luciferase, luminescence; 100% = recombinant luciferase protein wells; activation, % at 16.7 µM; actives 1.3% (n = 92,000); AID 1117267;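 active means activation above the mean of all tested compounds plus 3 SD, cut at about 9.5% in these data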;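 further: cells exposed to compounds for one day before reading; 0% = median of all test compound wells on the plate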
Starred values were filed as active, the others as inactive. Not all compounds are listed; count on the stated rates, not on these rows.

SMILES | TTR transcr act
CCC(C)NC(=O)CN(C)S(=O)(=O)c1ccc2c(c1)c(=O)n(C)c(=O)n2C (stereo not given) | -0.5
Cc1c(NC(=O)c2cccc(NC(=O)Cc3c(F)cccc3Cl)c2)c(=O)n(-c2ccccc2)n1C | 2.2
COC(=O)c1cnc(SC)nc1C | -1.5
CCCc1oc2c(c(=O)c1CC)C(=O)CC(C)(C)C2 | 0.5
COc1cccc(C2c3c(C)nn(-c4ccc([N+](=O)[O-])cc4)c3N=C3C(=O)Nc4ccccc4N32)c1 (stereo not given) | -0.4
CN1OC[C@@H]2CN(S(=O)(=O)c3cccc4ccccc34)[C@H](c3ccc(-c4cccnc4)cc3)C[C@@H]21 | -2.4
CC(=O)c1ccc(N2CCN(C(C)C(=O)NC3CCCc4ccccc43)CC2)cc1 (stereo not given) | -1.8
COc1ccc(/C=C2\SC(=S)N(CCC(=O)NC3=NCCS3)C2=O)cc1OC | 1.5
NS(=O)(=O)c1ccc(CCNC(=O)C2CCN(S(=O)(=O)c3ccc(Br)s3)CC2)cc1 | 5.3
CN(C)CCn1c(=O)n(C2CCCCC2)c(=O)c2c3c(sc21)CCCCC3 | -0.1
CCCc1nc2c(C)cc(Br)cn2c1Cc1cccc(F)c1 | -2.8
Cc1oc2cc(Br)c(O)c(Br)c2c1C(=O)c1ccccc1 | 2.5
O=C(Cc1nc2ccccc2[nH]c1=O)c1ccccc1 | -0.3
O=C(O)c1ccc(N/N=C/c2ccc(-c3cccc(Cl)c3)o2)cc1 | 0.1
Cc1noc(C)c1/C=N/Nc1ccccn1 | 0.0
COc1ccccc1CC(NC(C)=O)C(=O)NC1CCN(S(=O)(=O)c2ccc(NC(C)=O)cc2)CC1 (stereo not given) | 0.1
CCOc1ccc(NC(=O)C2CCCN(S(=O)(=O)c3c(C)noc3C)C2)cc1 (stereo not given) | -0.2
CCN(CC)C(=O)C1=C(C)N(CCC2=CCCCC2)C(=O)C(CC(=O)NCCCCc2ccccc2)C1 (stereo not given) | -1.9
CN(CC(=O)NCc1cccnc1)S(=O)(=O)c1ccc2c(c1)c(=O)n(C)c(=O)n2C | -0.8
O=C(COC(=O)Cc1c(F)cccc1Cl)NC(=O)Nc1ccccc1F | -0.4
O=C(C1CCN(c2nnnn2-c2ccccc2)CC1)N1CCN(c2ccccc2)CC1 | -1.5
O=C(N/N=C\c1ccc(Br)o1)C1COc2ccccc2O1 (stereo not given) | -0.7
COc1cc(CCC(=O)OCC(=O)Nc2c(C)cccc2C(C)C)cc(OC)c1OC | 1.9
CCC(=O)Nc1cccc(C(=O)OC)c1 | 1.6
O=C(Nc1ccc(Cl)cc1)c1ccc(S(=O)(=O)N2CCOCC2)cc1 | -0.1

Molecules listed so far with a furan ring, fused or not (three):
SMILES | TTR transcr act
Cc1oc2cc(Br)c(O)c(Br)c2c1C(=O)c1ccccc1 | 2.5
O=C(O)c1ccc(N/N=C/c2ccc(-c3cccc(Cl)c3)o2)cc1 | 0.1
O=C(N/N=C\c1ccc(Br)o1)C1COc2ccccc2O1 (stereo not given) | -0.7

Other records.
SMILES | TTR transcr act
Cc1ccc(CNC(=O)C2CCC(CNc3c(N4CCOCC4)c(=O)c3=O)CC2)cc1 (stereo not given) | 1.5
O=C(NCc1ccccc1)c1ncn(Cc2ccccc2)c1C(=O)NCc1ccccc1 | 0.6
Nc1nc(Nc2ccccc2F)nc(NCc2ccccc2)c1[N+](=O)[O-] | 2.7
Cn1c(O)c(N=NC(=O)CNC(=O)c2ccco2)c2ccccc21 | -1.3
COC(=O)c1cc(-c2cnc(OC)nc2OC)c(=O)n2c1CCC2 | 0.4
CCOC(=O)C1CCCCN1C(=O)CCn1nnnc1CN1CCOCC1 (stereo not given) | 1.8
O=S1(=O)CC(O)C(NCc2ccco2)C1 (stereo not given) | 3.7
COc1cc(C(=O)NNC2=NC(C)(C)Cc3cc(C)c(C)cc32)cc(OC)c1OC | -1.1
CC1(C)O[C@@H]2[C@H](O1)[C@@H](COS(=O)(=O)O)O[C@H]2n1c(=S)[nH]c2c(=O)[nH]c(N)nc21 | -0.6
O=C(CCC(C(=O)O)N1C(=O)c2ccccc2C1=O)Nc1ccccc1 (stereo not given) | 2.0
C=CCOc1c(Br)cc(/C=C(\C#N)C(N)=O)cc1OC | -0.4
Fc1ccc2nc(COCc3nc4ccc(F)cc4[nH]3)[nH]c2c1 | 0.0
O=C(NCc1csc(-c2cccs2)n1)Nc1ccc(F)cc1F | -1.2
Cc1cc(NC(=O)C(=O)NCCN2CCN(C(=O)c3cccs3)CC2)ccc1Br | -1.8
CCNC(=S)SCCOc1ccccc1C | -0.7
Cn1c(=O)[nH]c(=O)c2c1nc(CN1CCN(c3ccccc3F)CC1)n2CC(N)=O | -1.4
O=c1c(Br)c(Br)cnn1-c1ccccc1 | -5.7
CC(=O)c1cc(-c2ccccc2)n(CC(=O)N2CCCCC2)c1C | -1.7
O=C(CN1CC(=O)Nc2ccccc21)Nc1ccc(F)c(F)c1 | 2.0
CCOc1ccc(NC(=O)c2ccc(F)cc2F)cc1 | -2.5
O=C1c2ccccc2[C@@H]2C[C@@H](O)[C@H](Nc3cccc4ccccc34)CCN12 | -1.8
CCOC(=O)N1CCN(C2CC(=O)N(c3ccccc3)C2=O)CC1 (stereo not given) | 2.7
CN1CCN(c2ccc(C(CC(N)=O)NC(=O)Cc3cccc4ccccc34)cc2[N+](=O)[O-])CC1 (stereo not given) | -3.7
c1csc(CNc2nc(NCC3CCCCC3)c3sccc3n2)c1 | -0.7
Cc1cccc(NC(=O)COC(=O)c2cccc(S(=O)(=O)N3CCCCCC3)c2)c1 | -0.1
SMILES | TTR transcr act
CCCNC(=O)CSc1nnc(-c2ccccc2Br)n1-c1cccc(C(F)(F)F)c1 | 0.6
Cc1ccc(C(=O)Nc2cccnc2Cl)cc1Cl | -0.2
O=C1CC(N2CCN(C/C=C/c3ccccc3)CC2)C(=O)N1CCc1ccccc1 (stereo not given) | -2.4
Cc1cc(C)cc(OCC(O)CN2C(=O)NC(C)(C)C2=O)c1 (stereo not given) | 2.2
Cc1cc(NC(=O)CSc2ncnc3ccccc23)no1 | -1.5
c1ccc(Nc2nc3ccccc3n3cnnc23)cc1 | 7.4
O=C(OCc1ccccc1)[C@H](Cc1ccccc1)NC(=O)[C@@H]1CC=C[C@@H]2CCN(C3CCCCC3)C(=O)[C@@H]21 | -0.5
O=C1C(=O)N(Cc2cccnc2)C(c2cccc(Br)c2)/C1=C(/O)c1ccc2c(c1)OCO2 (stereo not given) | -1.9
O=C(NC1CCCC1)c1cc(-c2ccc(Cl)cc2)on1 | 0.0
Cc1ccccc1CS(=O)(=O)Cc1ccc(C(=O)NCCCN2CCCC2=O)o1 | 1.3
O=Cc1ccc(C(=O)OCC(=O)Nc2ccc(F)cc2F)cc1 | -1.9
CCOC(=O)C1=C(C)NC(=O)NC1c1ccc(Br)s1 (stereo not given) | -0.7
Cc1oc(-c2ccc(Cl)cc2)nc1CN1CCCC(C(=O)N2CCOCC2)C1 (stereo not given) | 0.8
CN(C)CCNC(=O)c1cc2cc(Br)ccc2oc1=O | 2.2
CC(C)c1cccc(C(C)C)c1NC(=O)COC(=O)C1=COCCO1 | 0.1
S=c1[nH]nc2sc3ccccc3n12 | 3.5
OCC[C@@H]1C[C@H](O)[C@@H](O)[C@@]2(Cc3ccccc3CO2)O1 | 0.1
CS/C(=C\[N+](=O)[O-])Nc1ccc(C)cc1 | -1.6
Cc1cc(C)n(CCCNC(=O)c2ccc3c(c2)NC(=O)CS3)n1 | 4.2
Cc1cccc(-c2oc3ccccc3c2-c2ccc3c(c2)OCO3)c1 | 3.8
CC(NC(=O)Cc1cccs1)c1ccccc1 (stereo not given) | -1.3
O=C(NC(=S)Nc1ccc2c(c1)OCCO2)c1ccccc1 | -1.6
Cc1cccc(C)c1NC(=O)CCCSc1nnc(-c2ccco2)o1 | 1.0
CN(C(=O)CSc1nc2ccccc2s1)c1c(N)n(Cc2ccccc2)c(=O)[nH]c1=O | -1.8
CC1(C(=O)NS(=O)(=O)c2ccccc2)CCN1C(=O)Cc1ccc(-c2ccccc2)cc1 (stereo not given) | -4.8

Among those listed so far, 5 contain an aryl thioether with sulfur outside any ring:
SMILES | TTR transcr act
COC(=O)c1cnc(SC)nc1C | -1.5
CCCNC(=O)CSc1nnc(-c2ccccc2Br)n1-c1cccc(C(F)(F)F)c1 | 0.6
Cc1cc(NC(=O)CSc2ncnc3ccccc23)no1 | -1.5
Cc1cccc(C)c1NC(=O)CCCSc1nnc(-c2ccco2)o1 | 1.0
CN(C(=O)CSc1nc2ccccc2s1)c1c(N)n(Cc2ccccc2)c(=O)[nH]c1=O | -1.8

(cont.)
SMILES | TTR transcr act
c1ccc(-n2ncc3c(N4CCCC4)ncnc32)cc1 | 2.9
Cc1c(C#N)c(=O)c(-[n+]2ccccc2)c([S-])n1-c1ccc(Cl)cc1 | -0.5
CC(C)=CC([C@]12C[C@H](CO)N[C@@H]1Nc1ccccc12)S(=O)(=O)c1ccccc1 (stereo not given in full) | 0.0
CC(C)CC(NC(=O)c1ccccc1NC(=O)c1ccccc1)C(=O)O (stereo not given) | -1.9
COC(=O)C1CCN(c2cc(=O)n(-c3ccccc3Cl)c(=O)[nH]2)CC1 | -2.4
COc1ccc([N+](=O)[O-])cc1NC(=O)C(C)OC(=O)c1ccccc1C(=O)c1ccc(Cl)cc1 (stereo not given) | 1.1
O=C(NCc1ccc(F)cc1)c1cccnc1 | 1.8
O=C(O)CCn1cc(-c2ccc(Cl)cc2)nc1-c1ccc(Cl)nc1 | 9.7*
COc1ccc(CCNC2CC(=O)N(CCc3ccc(OC)c(OC)c3)C2=O)cc1OC (stereo not given) | 1.7
Cc1cc(C)c(N=C2SCC(=O)N2Cc2ccco2)c(C)c1 | -2.4
CCOC(=O)CCCSc1nc(-c2ccc3c(c2)OCO3)cc(C(F)(F)F)c1C#N | 2.3
O=S(=O)(c1ccc(S(=O)(=O)N(Cc2cccs2)CC2CCCO2)cc1)N1CCCCC1 (stereo not given) | -2.2
O=C(NCCCn1ccnc1)c1cc2cc([N+](=O)[O-])ccc2oc1=O | -0.7
O=C(NCCNC(=O)c1ccc(Cl)cc1Cl)c1cnccn1 | -1.9
CCOc1ccccc1N/C(=C(/C(Cl)=C(Cl)Cl)[N+](=O)[O-])n1cncn1 | 6.9
Nc1cccc(-c2cn3cc(C(F)(F)F)cc(Cl)c3n2)c1 | -0.3
COC(=O)C1CCN(C2CN(Cc3ccccc3)S(=O)(=O)C2)CC1 (stereo not given) | 0.5
COc1ccc(-c2csc3nc(C(C)(C)C)oc(=O)c23)cc1OC | -2.2
COC(=O)c1sc(S(=O)(=O)N2CCC(C)CC2)c(C(=O)OC)c1C | -0.1
O=C(COc1ccccc1)NCC(=O)Nc1cccc2ccccc12 | -0.7
CCC(=O)OCC(=O)Nc1cc([N+](=O)[O-])ccc1Cl | -0.6
COc1ccc2nc(NC(=O)C3CCCN3S(=O)(=O)c3ccc(C)cc3)sc2c1 (stereo not given) | -5.4
Cc1ccc(S(C)(=O)=NC(=O)c2cc(C)on2)cc1 (stereo not given) | 0.4
CCOc1ncnc2c1sc1nc(C)cc(C)c12 | 8.4
CCCCn1c(N)c(N(CC(C)C)C(=O)C2=NN(c3ccccc3)C(=O)CC2)c(=O)[nH]c1=O | -0.5

Random excerpt: two entries already listed.
SMILES | TTR transcr act
O=C(NCCNC(=O)c1ccc(Cl)cc1Cl)c1cnccn1 | -1.9
COC(=O)c1sc(S(=O)(=O)N2CCC(C)CC2)c(C(=O)OC)c1C | -0.1

Later entries:
SMILES | TTR transcr act
Cc1ccc2nc(Cl)c(/C=C/C(=O)c3ccco3)cc2c1 | 0.0
COc1ccc2c(=O)cc(-c3ccccc3F)oc2c1 | -1.9
Cc1ccc(Cl)cc1N1CCN(S(=O)(=O)c2ccc3c(c2)oc(=O)n3C)CC1 | 3.9
CC(=O)c1ccc(-c2cc(C(C)=O)c3n(c2=O)CCC3)cc1 | 1.2
CCCNC(=S)N1CCC(NC(=O)c2cccc(C)c2)CC1 | -1.2
COc1ccccc1CNC(=O)C1CCCN(S(=O)(=O)c2ccc3c(c2)CC(C)N3C(C)=O)C1 (stereo not given) | -2.6
CC1C(=NO)C(C)C(c2ccc(N(C)C)cc2)NC1c1ccc(N(C)C)cc1 (stereo not given) | 0.1
CCOc1ccc(Br)cc1C(=S)N1CCCC1 | 1.4
CCOCCOC(=O)CCSc1n[nH]c(=O)[nH]c1=O | 0.4
C[C@H]1[C@@H](OC(=O)NCc2ccco2)CC[C@@]23CCCN2C(=O)CCC[C@@H]13 | 3.3
COc1cc(/C=N/Nc2ccc(C(F)(F)F)cn2)cc(OC)c1O | -5.2
O=C(c1cc(Br)ccc1OC(F)F)N1CCN2CCCC2C1 (stereo not given) | -1.3
c1ccc(-c2sc3ccccc3c2-c2ccc(OCCN3CCCC3)cc2)cc1 | -0.2
O=C1OC(Oc2ccccc2)(c2ccccc2)c2ccccc21 (stereo not given) | -0.6
CNc1cnc(-c2ccccc2OC)cn1 | 1.3
CC1(C)Oc2ccc3ccc(=O)oc3c2C(/C=N/O)C1=O (stereo not given) | 6.3
CC(C)=NNc1nc(-c2ccc(N3C(=O)CCC3=O)cc2)cs1 | -1.6
COc1ccc(N2CCN(C3CCCN(C(=O)CCN4CCCCO4)C3)CC2)cc1 (stereo not given) | 0.4
CC(CCc1ccccc1)NC(=O)c1cncc(Br)c1 (stereo not given) | 0.1
COc1cc(Nc2ccccn2)cc(C(=O)Nc2cccc(C(F)(F)F)c2)c1 | -2.7
OC(CNCc1ccccc1)COCc1ccc(Cl)cc1 (stereo not given) | 1.4
Cc1cccc(OCc2nc(-c3cccnc3)no2)c1 | 3.1

Some of these compounds in order of number of heavy atoms, ascending.
SMILES | TTR transcr act
O=C(NCCCn1ccnc1)c1cc2cc([N+](=O)[O-])ccc2oc1=O | -0.7
COc1ccc([N+](=O)[O-])cc1NC(=O)C(C)OC(=O)c1ccccc1C(=O)c1ccc(Cl)cc1 (stereo not given) | 1.1
COc1cccc(C2c3c(C)nn(-c4ccc([N+](=O)[O-])cc4)c3N=C3C(=O)Nc4ccccc4N32)c1 (stereo not given) | -0.4
